# Screening results: PubChem, several laboratories
# M4 antag: human M4 muscarinic receptor antagonists, primary screen, CHO cells, Fluo-8 calcium fluorescence. Muscarinic acetylcholine receptor M4 (Homo sapiens), P08173. CHO-hM4 cells, ACh EC80. inhibition, % at 3 µM. 0.73% of 360,000 active. AID 624125, 2012;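 active means inhibition above its plate's cutoff, the mean inhibition of sample wells plus 3 SD, cut at about 27% in these data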;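 further: 0% = acetylcholine EC80 with DMSO and 100% = DMSO without agonist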
# Target sequence (P08173 whole entry, looked up): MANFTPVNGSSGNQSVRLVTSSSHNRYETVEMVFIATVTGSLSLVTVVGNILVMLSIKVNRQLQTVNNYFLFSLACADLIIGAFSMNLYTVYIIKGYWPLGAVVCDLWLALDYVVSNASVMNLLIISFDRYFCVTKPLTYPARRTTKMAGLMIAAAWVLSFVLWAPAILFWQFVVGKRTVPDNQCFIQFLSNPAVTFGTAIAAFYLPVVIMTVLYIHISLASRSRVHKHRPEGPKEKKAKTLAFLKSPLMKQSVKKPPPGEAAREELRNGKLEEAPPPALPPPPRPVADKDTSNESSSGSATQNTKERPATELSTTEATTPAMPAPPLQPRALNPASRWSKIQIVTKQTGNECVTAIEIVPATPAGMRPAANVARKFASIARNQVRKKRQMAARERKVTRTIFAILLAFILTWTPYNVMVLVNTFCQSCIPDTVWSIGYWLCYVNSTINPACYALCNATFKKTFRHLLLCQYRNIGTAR
# M4 ag: human M4 muscarinic receptor agonists, primary screen, CHO-K1 cells, Fluo-8 calcium fluorescence; Muscarinic acetylcholine receptor M4 (Homo sapiens), P08173; CHO-K1 hM4/Gqi5; vehicle 0%, full acetylcholine response 100%; activation, % at 3 µM; 0.14% of 360,000 active; AID 624127, 2012;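 active means activation above the run mean over all test wells plus 3 SD, cut at about 32% in these data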;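 further: peak over basal fluorescence ratio per well then scaled between controls; 0% = DMSO wells and 100% = acetylcholine at EC100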
# CRFR2-BP ag: agonists of CRF-BP/CRF-R2 complex, primary screen, cell-based, HEK293, calcium dye fluorescence, uHTS; 0.46% of 350,000 active; activation, % at 13.2 µM; calcium dye fluorescence (FLIPR); percent of saturating CRF peptide response; AID 588473, 2011; CRF-binding protein / CRF receptor 2 complex (human);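 active means activation of at least 50%, plus an integration ratio under a set limit after plate pattern correction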;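 further: plate controls were neutral control wells without compound for no effect and CRF at EC100 for full effect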
# M1 PAM: human M1 muscarinic receptor positive allosteric modulators, primary screen, CHO-K1 cells, Fluo-8 calcium fluorescence, 1536-well; Muscarinic acetylcholine receptor M1 (Homo sapiens), P11229; CHO-K1 hM1, ACh EC20; 0% = ACh EC20, 100% = maximal ACh; activation, % at 3 µM; 0.088% of 360,000 active; AID 588819, 2011; in the data active means activation above about 19%, passing the limit was not always enough
# CHRM5 agonist: human M5 muscarinic receptor agonists, primary screen, CHO-K1 cells, Fluo-8 calcium fluorescence | Muscarinic acetylcholine receptor M5 (Homo sapiens), P08912 | CHO-K1 hM5 cells; 0% DMSO wells, 100% maximal acetylcholine response | activation, % at 3 µM | 0.19% of 360,000 active | AID 624037, 2012;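 active means activation above the run's mean over test compounds plus 3 SD, cut at about 23% in these data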;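 further: signal is peak over basal fluorescence ratio across the kinetic read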
# Target sequence (P08912 whole entry, looked up): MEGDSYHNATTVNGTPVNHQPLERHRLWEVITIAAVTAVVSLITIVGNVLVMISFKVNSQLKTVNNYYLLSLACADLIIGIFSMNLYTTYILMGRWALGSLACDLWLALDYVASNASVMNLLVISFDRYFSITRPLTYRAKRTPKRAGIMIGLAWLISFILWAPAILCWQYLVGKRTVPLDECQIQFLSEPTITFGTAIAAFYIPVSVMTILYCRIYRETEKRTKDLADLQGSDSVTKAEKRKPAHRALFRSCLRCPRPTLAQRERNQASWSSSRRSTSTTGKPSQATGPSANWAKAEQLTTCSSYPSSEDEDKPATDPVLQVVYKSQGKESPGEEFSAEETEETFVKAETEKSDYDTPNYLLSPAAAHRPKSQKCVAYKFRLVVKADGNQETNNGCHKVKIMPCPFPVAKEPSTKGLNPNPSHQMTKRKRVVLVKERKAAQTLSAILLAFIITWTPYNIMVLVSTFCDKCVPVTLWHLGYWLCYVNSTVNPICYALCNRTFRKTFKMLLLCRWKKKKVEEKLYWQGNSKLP
# CRFBP-R2 block: antagonists of CRF-BP/CRF-R2 complex, primary screen, cell-based, HEK293, calcium dye fluorescence, uHTS; 0.59% of 350,000 active; inhibition, % at 11.8 µM; AID 588475, 2011; CRF-induced calcium fluorescence;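 active means inhibition of the ligand-induced calcium signal above about 50% at the single tested concentration, limit read from the data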
# M5 antag: human M5 muscarinic receptor antagonists, primary screen, CHO cells, Fluo-8 calcium fluorescence; Muscarinic acetylcholine receptor M5 (Homo sapiens), P08912; CHO-hM5 cells, ACh EC80; inhibition, % at 3 µM; 0.59% of 360,000 active;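 active means inhibition above a per-plate cutoff, the mean of that plate's test compounds plus 3 SD, cut at about 27% in these data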;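 further: 0% = acetylcholine EC80 with DMSO and 100% = DMSO without agonist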
# CHRM5 PAM: human M5 muscarinic receptor positive allosteric modulators, primary screen, CHO-K1 cells, Fluo-8 calcium fluorescence; Muscarinic acetylcholine receptor M5 (Homo sapiens), P08912; CHO-K1 hM5, ACh EC20 PAM; 0% = ACh EC20, 100% = ACh EC100; activation, % at 3 µM; 0.3% of 360,000 active; AID 624038, 2012;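 active means activation above the run cutoff, the mean activation of all test compounds plus 3 SD, cut at about 18% in these data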
#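 Assay system – human M5 receptor in CHO-K1 cells · Read-out – % activation, ACh-normalized · Technique – Fluo-8 calcium fluorescence · Dosing – single-point, 3 µM nominal · Incubation – Fluo-8 loading 80 min at 37 °C plus 30 min room temperature · Repeats – singlicate, one well per test compound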
# M4 PAM: human M4 muscarinic receptor positive allosteric modulators, primary screen, CHO-K1 cells, Fluo-8 calcium fluorescence. 0.4% of 360,000 active. CHO-K1 hM4/Gqi5, ACh EC20; 0% = ACh EC20, 100% = maximal ACh. activation, % at 3 µM. AID 624126, 2012;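 active means activation above its plate's cutoff, the mean activation of sample wells plus 3 SD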; further: some results filed as inactive read as strong as hits
# * = called active by the depositor; . = not tested or not shown.
SMILES,M4 antag,M4 ag,CRFR2-BP ag,M1 PAM,CHRM5 agonist,CRFBP-R2 block,M5 antag,CHRM5 PAM,M4 PAM
N#CC1=C(Nc2ccccc2Cl)SC(c2ccccc2O)NC1=O (stereo not given),3,0,-1.3,4,-2,15,7,2,1
COc1ccc(CN2CCN(C(=O)c3ccc(S(=O)(=O)N4CCCCCC4)cc3)CC2)cc1F,1,27,0.4,-9,1,4,15,-28,-12
COc1cccc(C(=O)OCC(=O)c2[nH]c(C)c(C(C)=O)c2C)c1,2,10,-0.3,-11,6,0,12,-19,1
N#C/C(=C\c1cccc(O)c1)C(=O)Nc1ccc2c(c1)OCCO2,-12,0,0.2,7,-2,-36,4,6,-1
O=C(/C=C/c1ccco1)NC(=S)Nc1ccc(N2CCCC2)cc1,-2,1,-2.9,6,-3,7,12,-2,7
CN(CC(=O)Nc1cc(S(=O)(=O)N2CCCC2)ccc1Cl)Cc1nc2ccccc2c(=O)[nH]1,4,6,-0.6,-11,-5,0,14,-10,-8
O=C1CNC(=S)N1Cc1ccccc1Cl,-6,0,-3.7,17,-2,3,8,-2,1
Cc1ccccc1C(=O)NC1CCN(CC(=O)Nc2ccc(N(C)C)cc2)CC1,-4,2,0.1,1,4,6,-7,0,-2
Cn1c(CCNC(=O)OC(C)(C)C)n[nH]c1=S,-2,0,-0.6,5,-2,-1,-22,18,0
Cc1ccc2c(CN3CCCCC3)cc(=O)oc2c1C,3,0,-7.1,10,-4,-9,-4,9,1
COc1ccc(C)cc1NC(=S)NNC(=O)c1c(Br)cnn1C,-5,16,1.2,4,9,-3,6,-3,11
COc1ccc(OC)c(S(=O)(=O)Nc2cc(Cl)cc(Cl)c2)c1,-7,1,-3.9,12,1,-30,-12,13,7
O=C(O)C1CCCCC1C(=O)Nc1cnn(Cc2ccccc2)c1 (stereo not given),-9,1,-0.7,3,0,1,-6,5,15
O=C1C(=Cc2cccs2)C(=O)c2ccccc21,-8,0,0.1,12,-3,55*,8,0,14
COc1cc(OC)c(NC(=O)c2cc(S(=O)(=O)N3CCOCC3)cn2C)cc1Cl,-15,1,-1.0,16,4,5,7,-5,1
CC1=CC(C)(C)C(C(=O)O)C(C(=O)O)C1 (stereo not given),4,1,-2.4,5,0,-23,2,-2,-4
Cc1ccc(CNc2ccc3c(c2)ncn3C(C)(C)C)cc1,-3,2,16,13,-11,-68,-1,2,-4
O=C(CN1CCN(c2ccccc2)CC1)N1CCN(c2ccccc2)CC1,2,4,-1.1,-1,2,-4,7,-3,4
CC(=O)N(C1=C(Cl)C(=O)c2ccccc2C1=O)c1ccc(C(=O)O)cc1,5,1,1.7,4,-4,-15,9,-8,-1
CCOc1ccccc1CNC(=O)c1cc2oc3ccccc3c2n1CC,-8,0,1.0,5,-14,16,-5,-11,0
C=CCN1C(=O)C2(OCCCO2)c2cc(CCCC)ccc21,-3,-2,-2.6,8,-5,-29,5,5,-2
CSCC(=O)N1CCCC(N2CCN(c3cccc(C(F)(F)F)c3)CC2)C1 (stereo not given),9,1,-0.7,-8,-2,-5,9,-2,-2
CC(C(=O)NCc1ccccc1Cl)N1C(=O)c2ccccc2C1=O (stereo not given),-18,2,-1.2,5,-5,6,-10,10,11
CCN(CC)CCn1c(N)cc(=O)[nH]c1=O,-6,0,5.8,18,-2,-6,-3,4,0
Fc1ccc(COc2ccc(-c3nnco3)cc2)cc1,4,1,-3.8,3,0,-4,2,5,-3
O=C(COC(=O)c1cc(Br)c(Br)s1)NCCC1=CCCCC1,-3,0,1.4,3,0,6,3,-5,3
CC(=O)OCc1ccccc1Sc1ccccc1C(=O)NCc1ccccc1,-12,5,-0.7,-1,-15,2,6,4,-4
CC(=O)NC(C1C(=O)CC(C)(C)CC1=O)(C(F)(F)F)C(F)(F)F,-5,-1,-2.0,3,-1,16,5,-4,12
CC(C)CNC(=O)c1cccc(NC(=O)Cc2ccc(Cl)cc2)c1,-5,2,0.1,2,2,1,7,-3,-2
CCN(CC)c1ccc(NC(=O)COC(=O)c2cccs2)cc1,-6,0,-1.5,10,-2,-3,2,0,8
COC(=O)c1sc(N)c(C(=O)OC)c1COC(=O)C12CC3CC(CC(O)(C3)C1)C2,0,0,-0.7,9,-2,-1,9,3,-6
COc1cc(OC)c2c(c1)OC(=O)CC2c1ccc2c(c1)OCO2 (stereo not given),-6,-1,-4.6,4,0,11,4,-6,-1
COc1cccc(NC(=O)CN2CCN(C(=O)c3ccco3)CC2)c1,-5,1,5.1,12,-4,-10,-7,-1,0
NC(=O)c1ccc(NC(=O)Cc2csc(-c3ccccc3)n2)cc1,3,3,-1.3,7,-1,-10,4,0,9
CC(C)NC(=O)C(=O)Nc1cc2c3c(c1)CCC(=O)N3CCC2,-9,2,-1.5,15,-6,2,6,-7,2
CCOCCC(=O)Nc1ccc2c(c1)c(=O)n(C)n2C/C=C/c1ccccc1,6,1,.,2,-1,.,7,4,1
Cc1ncc([N+](=O)[O-])n1CC(=O)NC1CCCCCC1,6,0,0.0,3,-4,2,-1,-8,2
COCCOC(=O)C1=C(C)Nc2nc(C)nn2C1c1ccccc1 (stereo not given),-8,0,1.1,13,2,9,2,4,20
O=C(C[C@@H]1C/C=C/CCCC(=O)O[C@H](c2ccccc2)CNC1=O)NCCO,0,1,0.0,5,4,-2,-9,13,14
O=C(COC(=O)c1cnccn1)Nc1ccc2c(c1)OCO2,-8,1,-0.3,8,0,-12,2,2,12

# Part of the list above in order of molecular weight, ascending:
SMILES,M4 antag,M4 ag,CRFR2-BP ag,M1 PAM,CHRM5 agonist,CRFBP-R2 block,M5 antag,CHRM5 PAM,M4 PAM
CCN(CC)CCn1c(N)cc(=O)[nH]c1=O,-6,0,5.8,18,-2,-6,-3,4,0
Cc1ncc([N+](=O)[O-])n1CC(=O)NC1CCCCCC1,6,0,0.0,3,-4,2,-1,-8,2
C=CCN1C(=O)C2(OCCCO2)c2cc(CCCC)ccc21,-3,-2,-2.6,8,-5,-29,5,5,-2
CC(C)NC(=O)C(=O)Nc1cc2c3c(c1)CCC(=O)N3CCC2,-9,2,-1.5,15,-6,2,6,-7,2
COc1cc(OC)c2c(c1)OC(=O)CC2c1ccc2c(c1)OCO2 (stereo not given),-6,-1,-4.6,4,0,11,4,-6,-1
CCN(CC)c1ccc(NC(=O)COC(=O)c2cccs2)cc1,-6,0,-1.5,10,-2,-3,2,0,8
CC(C(=O)NCc1ccccc1Cl)N1C(=O)c2ccccc2C1=O (stereo not given),-18,2,-1.2,5,-5,6,-10,10,11
CC(C)CNC(=O)c1cccc(NC(=O)Cc2ccc(Cl)cc2)c1,-5,2,0.1,2,2,1,7,-3,-2
CC(=O)NC(C1C(=O)CC(C)(C)CC1=O)(C(F)(F)F)C(F)(F)F,-5,-1,-2.0,3,-1,16,5,-4,12
O=C(C[C@@H]1C/C=C/CCCC(=O)O[C@H](c2ccccc2)CNC1=O)NCCO,0,1,0.0,5,4,-2,-9,13,14
CC(=O)OCc1ccccc1Sc1ccccc1C(=O)NCc1ccccc1,-12,5,-0.7,-1,-15,2,6,4,-4
CSCC(=O)N1CCCC(N2CCN(c3cccc(C(F)(F)F)c3)CC2)C1 (stereo not given),9,1,-0.7,-8,-2,-5,9,-2,-2
O=C(COC(=O)c1cc(Br)c(Br)s1)NCCC1=CCCCC1,-3,0,1.4,3,0,6,3,-5,3

# (next part)
SMILES,M4 antag,M4 ag,CRFR2-BP ag,M1 PAM,CHRM5 agonist,CRFBP-R2 block,M5 antag,CHRM5 PAM,M4 PAM
Cn1cnnc1SCC(=O)Nc1ccccc1F,6,14,0.5,0,1,10,21,-10,-11
COc1ccc(N2C(=O)CC(n3c(CCCCO)nc4ccccc43)C2=O)cc1 (stereo not given),3,2,-1.3,7,-2,-4,-8,-1,12
CN(CC(=O)Nc1ccccc1[N+](=O)[O-])Cc1ccc(Br)cc1,-11,-1,3.5,2,-5,-1,4,1,-2
OC1CC(c2ccco2)NC2(CCCCC2)C1 (stereo not given),3,1,-1.4,7,0,-1,6,-1,7
C[C@@H](NC(=O)Cn1ccc(NC(=O)OCc2ccccc2)nc1=O)c1cccc2ccccc12,-7,3,-1.9,11,-4,3,10,-1,14
O=C(NNC(=O)C1C2CCC(C2)C1C(=O)O)c1cccc(Cl)c1 (stereo not given),2,2,-2.5,2,1,-10,0,6,15
COc1ccc(Nc2nc3c(C)cccn3c(=O)c2C=O)cc1,-11,1,-0.6,6,-3,-4,12,0,6
CCOC(=O)[C@@H]1[C@H]2COc3ccccc3[C@@H]2N2C(=O)N(c3cccc(F)c3)C(=O)[C@@]12C,-7,0,-0.7,9,-1,-1,3,6,1
CN1CCC[C@H]1CCNc1ccc2c(=O)c3ccccc3n(C)c2c1,-4,-1,-1.0,6,0,-5,-6,6,5
CCc1ccc(/C(C)=N/NC(=O)c2ccc(-n3cnnn3)cc2)cc1,12,2,2.6,7,0,-1,8,-7,0
COc1ccc(-n2c(C)nn(C)c2=O)c(OC)c1,11,1,3.7,1,-2,-14,5,3,-11
CCOC(=O)c1oc2ccccc2c1CN1CCCCC1,-7,0,10.0,13,-8,-17,11,5,-1
O=C(COC(=O)C1CCN(S(=O)(=O)c2cccs2)CC1)NCc1ccccc1,-4,3,4.3,4,-2,28,11,-4,5
CN(CC(=O)NCc1cccnc1)S(=O)(=O)c1ccc2c(c1)c(=O)n(C)c(=O)n2C,16,0,-1.6,25,1,14,-6,4,-8
COc1cc(/C=C/C(=O)OCC(=O)N2CCN(S(=O)(=O)c3ccc(C)cc3C)CC2)ccc1O,4,6,-1.2,0,-2,24,16,-12,-7
O=C(COc1ccc([N+](=O)[O-])cc1)NNC(=O)c1cccs1,-2,0,-3.5,8,-2,15,8,-1,-3
O=C(Nc1ccncc1)C1CCN(S(=O)(=O)c2ccccc2C(F)(F)F)CC1,-19,22,0.4,2,3,-6,-6,-14,-3
COc1ccc(NC(=O)CSc2nc(C)c3c(c2C#N)CCCC3)cc1,-8,0,-3.5,4,-3,13,8,-2,5
O=C(OCC(=O)c1ccco1)c1ccc2ncsc2c1,8,1,0.4,3,0,3,-2,0,-5
CCN(CC)C(=O)COc1ccc(-c2nnc(Nc3ccc(OC)c(C(=O)NC)c3)c3ccccc23)cc1,3,1,-0.1,1,2,15,5,1,6
